Growth percent in the NCI-60 one-dose screen (48 h, 10 µM unless noted): 100 = growth as untreated, 0 = no growth, -100 = all killed.
ACHN: ACHN renal cancer. 81,000 compounds, 4.9% hits
RXF 393: RXF 393 renal cancer cells | 77,000 compounds, 6.9% hits
OVCAR-8: OVCAR-8 ovarian cancer; 81,000 compounds, 4.4% hits
OVCAR-4: OVCAR-4 ovarian cancer cells. 80,000 compounds, 3.7% hits
A498: A498 renal cancer cells. 76,000 compounds, 5.4% hits. AID 1794774
SK-OV-3: SK-OV-3 ovarian cancer cells. 80,000 compounds, 3.2% hits
IGROV1: IGROV1 ovarian cancer | 79,000 compounds, 4.7% hits | AID 1794786
OVCAR-3: OVCAR-3 ovarian cancer; 79,000 compounds, 7% hits
OVCAR-5: OVCAR-5 ovarian cancer | AID 1794783 | 82,000 compounds, 2.9% hits
Active calls of the source: *; x = no result given; & = joins results of further samples. The calls were made as follows: active = growth percent below 10; inactive = the rest.

[1] CCN(C(=O)N1CCN(c2cc3c(cc2F)c(=O)c(C(=O)O)cn3C2CC2)CC1)c1nc(-c2ccc(Br)cc2)cs1
[2] CCCCCCOCCCN1C(=O)c2ccccc2C1=O
[3] O=C(Nc1cccc([N+](=O)[O-])c1)NN1CCCCCC1
[4] CCCNC1(C#N)CCN(Cc2ccccc2)CC1
[5] O=C(O)c1ccc(Br)c([N+](=O)[O-])c1
[6] CSc1nc(N)n(/N=C(\C)c2ccc(Br)cc2)c(=O)c1C#N
[7] O=C1CSC(c2cc3ccccc3[nH]c2=O)N1Cc1ccccc1 (centres undefined)
[8] O=C1c2cc(F)ccc2Oc2cc([N+](=O)[O-])ccc2N1c1ccc(I)cc1F
compound no.	1	2	3	4	5	6	7	8
ACHN	95	103	95	111	113	106	105	99
RXF 393	84	101	113	103	114	117	120	103
OVCAR-8	92	102	99	101	104	103	110	97
OVCAR-4	86	114	98	102	105	111	107	94
A498	79	103	77	92	94	x	103	95
SK-OV-3	80	108	114	102	107	109	105	115
IGROV1	87	100	109	99	101	110	98	90
OVCAR-3	106	100	87	112	110	119	120	109
OVCAR-5	104	101	105	95	104	103	109	96

Reprinted from the part before: 3 entries, followed by the next part.
[6] CSc1nc(N)n(/N=C(\C)c2ccc(Br)cc2)c(=O)c1C#N
[7] O=C1CSC(c2cc3ccccc3[nH]c2=O)N1Cc1ccccc1 (centres undefined)
[8] O=C1c2cc(F)ccc2Oc2cc([N+](=O)[O-])ccc2N1c1ccc(I)cc1F
[9] CC(C)(C)C(=O)OCOP(=O)(OCOC(=O)C(C)(C)C)C1CC(O)N(O)C1=O (centres undefined)
[10] CCCCCCSC(=S)NC1c2ccccc2Oc2ccccc21
[11] COc1cc(/C=C2/C(=O)NC(SCC(=O)N3CCN(c4cc5c(cc4F)c(=O)c(C(=O)O)cn5C4CC4)CC3)=NC2N)ccc1O (centres undefined)
[12] C/C(=N\NC(=O)c1ccc(C(C)(C)C)cc1)c1ccc(O)cc1O
[13] COC1C(=O)OC(=O)C1OC (centres undefined)
[14] CCNC(=O)OCc1cnc(C)c(OC(=O)NCC)c1COC(=O)NCC
[15] CCc1ccc(-c2nc(SCC(=O)NC3CCCCC3)n[nH]2)cc1
[16] O=C(O)c1cccc2ccc3c(c12)Nc1ccc2ccccc2c1S3
compound no.	6	7	8	9	10	11	12	13	14	15	16
ACHN	106	105	99	43	87	102	17	99	100	64	75
RXF 393	117	120	103	1.3*	81	112	-9.2*	95	109	x	118
OVCAR-8	103	110	97	14	91	103	23	103	108	70	86
OVCAR-4	111	107	94	74	98	104	15	98	121	73	94
A498	x	103	95	x	93	105	42	90	128	86	91
SK-OV-3	109	105	115	53	114	105	28	102	95	85	80
IGROV1	110	98	90	3.7*	x	101	24	105	104	x	72
OVCAR-3	119	120	109	54	124	112	6.2*	107	118	64	87
OVCAR-5	103	109	96	74	104	105	40	93	103	94	96

[17] CSc1cccc(NC(=O)Nc2nc3c(C)cccc3s2)c1
[18] O=C(O)[C@@H]1CCC(c2ccccc2)=N1
[19] COc1cccc(-c2nc3ccccc3n3cccc23)c1OC
[20] C[N+](C)=c1ccc2nc3c(cc(Nc4ccccc4)c4ccccc43)oc-2c1
[21] CCC(C)[C@@H]1NC(=O)[C@@H]2CCCN2C(=O)[C@H](CO)NC(=O)[C@H](Cc2ccccc2)NC(=O)[C@H](C(C)CC)NC(=O)[C@@H]2CCCN2C(=O)[C@H](Cc2ccccc2)NC1=O (some centres undefined)
[22] COc1cc(OC)cc(-c2nn(CC(=O)N3CCCCC3)c3ncnc(N)c23)c1
[23] C=C(C)[C@@H]1CC[C@]2(C(=O)O)CC[C@]3(C)[C@H](CC[C@@H]4[C@@]5(C)C[C@@H](CC#Cc6ccc(Cl)cc6)C(=O)C(C)(C)[C@@H]5CC[C@]43C)[C@@H]12
[24] Br/C(=N\Nc1nn[nH]n1)c1ccccc1
compound no.	17	18	19	20	21	22	23	24
ACHN	101	107	104	82	102	98	48	93
RXF 393	104	113	125	69	87	98	62	96
OVCAR-8	94	109	106	54	100	98	48	103
OVCAR-4	85	x	115	21	102	105	29	107
A498	106	118	103	51	96	102	-15*	114
SK-OV-3	97	108	104	65	101	107	61	99
IGROV1	90	117	94	67	106	98	70	111
OVCAR-3	117	116	119	-29*	108	109	47	120
OVCAR-5	117	106	108	81	90	101	71	102

[25] O=C(O)/C=C\C(=O)NNc1ccccc1
[26] O=C(O)COc1c(F)cc(F)cc1Cl
[27] O=C1CN(/N=C\c2ccc([N+](=O)[O-])o2)C(=O)N1
[28] C/C(=N\NC(=S)N1CCCCC1)c1ccccn1
[29] COc1ccc([C@H]2[C@H](C(=O)Nc3cccc(C)n3)c3ccccc3C(=O)N2c2ccc(Oc3ccccc3)cc2)cc1
[30] Cc1nc2ccccc2c(/C=C/c2ccccc2)c1C(=O)/C=C/c1ccccc1
[31] CC(=O)Nc1ccc(F)cc1F
[32] N#Cc1ccc(C(=O)CSc2nc(Nc3cccc(S(N)(=O)=O)c3)c3ccccc3n2)cc1
compound no.	25	26	27	28	29	30	31	32
ACHN	64	103	100	17	101	17	x	100
RXF 393	112	100	113	-18*	72	21	124	99
OVCAR-8	74	111	101	16	83	10	112	72
OVCAR-4	100	119	109	-31*	87	39	100	86
A498	114	114	103	-13*	x	74	99	x
SK-OV-3	75	105	115	28	88	68	107	115
IGROV1	78	104	110	11	75	18	106	88
OVCAR-3	100	115	102	-13*	94	3.4*	x	114
OVCAR-5	72	92	98	29	78	6.5*	x	118

[33] CCc1ccccc1-n1c(=O)c(C#N)c(-c2ccc(O)cc2)c2c(=N)n(-c3ccc(OC)cc3)cnc21
[34] COc1ccc(OC)c(-c2cc(-c3ccc(Cl)cc3)c(C#N)c(N)n2)c1
[35] CC(=O)Oc1cc(C(=O)O)cc(OC(C)=O)c1OC(C)=O
[36] CCOC(=O)c1nn(C2CCCCO2)c2ccc(NS(=O)(=O)c3ccc(C)cc3)cc12 (centres undefined)
[37] CCN(CC)C(=S)SSC(=S)N(CC)CC
[38] COc1ccc(NC(=O)Nc2ccc(NC(C)=O)cc2)c(OC)c1
[39] COc1ccc(-c2nc(C(=O)Nc3ccccc3OC)nn2-c2cccc3ccccc23)cc1
[40] Cc1nc2ccccc2n1C(=O)C[C@@H]1NC(=O)NC1=O
compound no.	33	34	35	36	37	38	39	40
ACHN	102	104	98&112	94	101&71	108	75	100
RXF 393	120	114	122&100	119	131&105	117	85	107
OVCAR-8	115	107	100&103	97	89&66	105	87	103
OVCAR-4	115	104	97&109	87	95&77	104	67	106
A498	113	x	74	63	111&84	111	83	93
SK-OV-3	102	99	102&94	x	102&99	109	66	102
IGROV1	102	101	96&130	102	113&77	102	64	100
OVCAR-3	96	110	105&105	104	108&68	116	81	109
OVCAR-5	108	104	95&117	110	100&86	115	84	101

[41] CCC(C)C1C(=O)N(S(=O)(=O)c2ccc(NC(C)=O)cc2)C=CN1S(=O)(=O)c1ccc(C)cc1 (centres undefined)
[42] Oc1ccc(-c2nnc(SCc3ccc(O)c4ncccc34)o2)cc1
[43] COc1ccc(-c2cc(-c3cccnc3)nc3sc4c(N)ncnc4c23)cc1OC
[44] COC(=S)SCc1cc(=O)oc2ccc(C)cc12
[45] O=c1cc(-c2nccc3c2[nH]c2ccccc23)c2cc(Cl)ccc2o1
[46] Cc1ccc(S(=O)(=O)OCC(COS(=O)(=O)c2ccc(C)cc2)(COS(=O)(=O)c2ccc(C)cc2)COS(=O)(=O)c2ccc(C)cc2)cc1
[47] O=c1oc(NCn2c(=O)[nH]c3ccccc3c2=O)nc2ccccc12
[48] OC(O)C(F)(F)F
compound no.	41	42	43	44	45	46	47	48
ACHN	88	3.4*	100	99	47	104	107	107
RXF 393	83	-3.0*	107	125	82	x	114	107
OVCAR-8	97	16	106	106	54	98	113	131
OVCAR-4	75	9.9*	116	93	57	89	109	107
A498	84	-8.2*	113	104	32	104	113	101
SK-OV-3	76	-3.6*	119	109	41	90	107	101
IGROV1	x	3.9*	104	91	61	104	117	119
OVCAR-3	82	6.0*	107	109	7.5*	103	109	112
OVCAR-5	91	27	105	104	111	106	130	109

[49] Cc1c(C)c2ccc(OCc3nnc(Nc4ccccc4)s3)cc2oc1=O
[50] CC1CNC(=S)N(c2ccccc2)C1=O (centres undefined)
[51] CC(C)CCSc1nc(NNC(N)=O)c(C#N)c(-c2ccccc2)n1
[52] O=C(O)c1ccc(S)cc1
[53] Cc1cc(C)nc(NS(=O)(=O)c2ccc(Nc3nc(C)c4c(=O)[nH]c(Nc5cccc(Cl)c5)nc4n3)cc2)n1
[54] COc1ccccc1NC(=O)c1ccc(/C=C/C(=O)c2nccn2C)cc1
[55] CCOC(=O)C(C)(C)O
[56] COc1ccc(-c2ccc(C)n2-c2ccc(-c3nc4cc(Cl)ccc4s3)cc2)cc1
compound no.	49	50	51	52	53	54	55	56
ACHN	65	101	97	104	99	-100*	112	108
RXF 393	114	112	x	112	122	-71*	111	114
OVCAR-8	x	104	104	102	78	4.6*	108	104
OVCAR-4	84	97	113	110	92	-35*	113	85
A498	97	111	105	109	98	-40*	102	91
SK-OV-3	102	108	107	111	81	16	102	97
IGROV1	84	115	103	107	46	-57*	111	55
OVCAR-3	42	110	108	108	99	-91*	107	109
OVCAR-5	97	97	98	99	90	-81*	108	75

[57] Cc1ccccc1OCc1cccc(Cl)c1
[58] O=C(c1ccccc1)N1N=C(c2ccccc2)CC1c1nnc2n(Cc3ccccc3)c(=O)c3c4c(sc3n12)CCCC4 (centres undefined)
[59] C=C(C)[C@H]1CC/C(C)=C/CC[C@@]2(C)O[C@@H]2CC/C(COC(C)=O)=C\[C@@H]1OC(C)=O
[60] CC1CC(=O)OC(C)(C)C1 (centres undefined)
[61] COc1ccc2[nH]cc(-c3csc(-c4ccc5ccccc5c4)n3)c2c1
[62] O=C(Nc1cccc(NC(=O)c2ccc(CCl)cc2)c1)c1ccc(CCl)cc1
[63] CSc1nc2[nH]c(=O)[nH]c(=S)c2[nH]1
[64] Cc1ccc(C(=O)CSc2nnc3sc(Nc4ccccc4)nn23)cc1
compound no.	57	58	59	60	61	62	63	64
ACHN	108	100	122	106	112	97	108	95
RXF 393	108	104	115	95	109	44	107	86
OVCAR-8	104	106	108	109	96	71	102	99
OVCAR-4	111	108	128	98	108	104	101	115
A498	96	114	128	96	x	91	103	90
SK-OV-3	105	106	123	104	105	84	102	91
IGROV1	113	x	107	87	109	70	110	100
OVCAR-3	102	112	113	109	108	71	107	112
OVCAR-5	111	133	95	104	103	118	99	97

[65] COc1cc(C(=O)NCC(=O)O)cc(OC)c1OC
[66] Cc1ccc(C2=Nc3c(N)ncnc3NC(c3ccc4c(c3)OCO4)C2)cc1 (centres undefined)
[67] Cc1ccc(-c2csc3nc(C)c(CCN4CCOCC4)c(=O)n23)cc1
[68] O=C1C=C(C(O)c2cccc([N+](=O)[O-])c2)C(=O)c2ccccc21 (centres undefined)
[69] COc1cccc2nc(Nc3ccc(NC(=O)c4ccc5c(c4)OCCO5)cc3)ccc12
[70] Cc1ccc(/C(=N/c2sc(-c3ccccc3)nc2-c2ccccc2)N2CCN(c3ccccc3)CC2)cc1
compound no.	65	66	67	68	69	70
ACHN	113	74	91	89	102	104
RXF 393	104	59	100	124	104	103
OVCAR-8	103	81	103	100	112	101
OVCAR-4	114	88	96	x	93	113
A498	109	55	124	97	96	111
SK-OV-3	109	78	101	110	116	109
IGROV1	106	32	79	88	96	103
OVCAR-3	99	38	96	98	101	105
OVCAR-5	114	75	106	91	99	103

Screens from PubChem.
